Siah-1 displacement: Siah-1 peptide-binding antagonists, primary screen, biochemical, fluorescence polarization, rhodamine-plectin, uHTS (AID 1817); E3 ubiquitin-protein ligase SIAH1 (Homo sapiens); Siah-1 / rhodamine-plectin peptide fluorescence polarization; higher % means a stronger effect; displacement, % at 20 µM; hits with a dose series show IC50 in µM; actives 0.02% (n = 290,000);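 active means displacement of at least 50% at 20 µM, with a fluorescence ratio check between 0.3 and a set limit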;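 further: plate controls were Siah plus tracer with DMSO for no effect and tracer alone without Siah for full effect; strong numbers were not always called active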
Rac1 GTP hydrolysis: MgcRacGAP GTPase-activating activity inhibitors, confirmation, biochemical, ADP Hunter fluorescence; Rac GTPase-activating protein 1 (Homo sapiens); MgcRacGAP-stimulated Rac1 GTP hydrolysis, ADP Hunter fluorescence; higher % means a stronger effect; GST-tagged Rac1 F28L mutant substrate; inhibition, % at 30 µM; hits with a dose series show IC50 in µM; actives 0.6% (n = 340,000); AID 624330, 2012;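 active means first-screen hits whose inhibition reached a set limit at any dose in the follow-up dose series; inconclusive means inhibition above the set first-screen limit but never retested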;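 further: fluorescence reports GDP produced by GAP-driven GTP hydrolysis; strong numbers were not always called active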
XIAP displacement: XIAP antagonists, biochemical, IAP family, fluorescence polarization (AID 1018) | E3 ubiquitin-protein ligase XIAP (Homo sapiens) | displacement, % at 20 µM, or IC50 in µM where a hit was titrated | XIAP BIR domain, fluorescence polarization peptide displacement; higher % means a stronger effect | actives 0.007% (n = 200,000); in the data active means displacement above about 50%; further: a part of the inactive calls stands beside numbers as strong as those of hits
AID2073: inhibitors of Mint1-CaV2.2 protein interaction, biochemical, HTRF (AID 2073). Voltage-dependent N-type calcium channel subunit alpha-1B (Homo sapiens). inhibition, % at 20 µM; hits with a dose series show IC50 in µM. HTRF protein-protein interaction, Mint1-CaV2.2; higher % means a stronger effect. actives 0.19% (n = 290,000); in the data active means inhibition mostly above about 51%, no sharp cut-off; inconclusive means no clear call, values can overlap the other calls; inactive means mostly below about 53%; further: some results filed as inactive read as strong as hits
SV40 large T antigen: SV40 large T antigen inhibitors, biochemical (AID 1903); SV40 large T antigen ATPase/helicase inhibition assay; higher % means a stronger effect; inhibition, % at 20 µM, or IC50 in µM where a hit was titrated; actives 0.39% (n = 310,000); in the data active means a potency from the dose series; inconclusive means inhibition mostly from about 32% at the one dose, without a potency; inactive means the rest, 99 in 100 with inhibition below about 32%; further: strong numbers were not always called active
RSV antiviral HEp-2: RSV antiviral activity via CPE protection, HEp-2 cells, primary 10 µM value included (AID 2391); actives 0.13% (n = 310,000); HEp-2 cells, RSV-induced CPE inhibition; higher % means a stronger effect; CPE inhibition, % at 10 µM; hits with a dose series show IC50 in µM; in the data active means a potency from the dose series; inconclusive means CPE inhibition mostly from about 23% at the one dose, without a potency; inactive means the rest, 99 in 100 with CPE inhibition below about 21%; further: strong numbers were not always called active
LYP inhibition: inhibitors of LYP phosphatase, biochemical, fluorescence intensity, uHTS (AID 1779); inhibition, % at 11.5 µM; hits with a dose series show IC50 in µM; recombinant LYP phosphatase, fluorescence intensity; higher % means a stronger effect; actives 0.054% (n = 290,000); in the data active means inhibition above about 50%;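 further: plate controls were vehicle with enzyme for no effect and no enzyme for full effect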
HIV fusion peptide: inhibitors of HIV fusion peptide binding, primary screen, biochemical, uHTS, fluorescence dequenching (AID 1986); cell-free peptide binding, fluorescence dequenching, 30 min; higher % means a stronger effect; inhibition, % at 20 µM; hits with a dose series show IC50 in µM; actives 0.3% (n = 290,000); in the data active means inhibition mostly above about 52%, no sharp cut-off; inactive means mostly below about 76%; further: some results filed as inactive read as strong as hits
NS5 inhibitors: Dengue-2 NS5 methyltransferase inhibitors, primary screen, biochemical, confirmation dose response (AID 588689); actives 0.3% (n = 340,000); Dengue-2 NS5 methyltransferase capping enzyme assay, biochemical; higher % means a stronger effect; inhibition, % at 25 µM; hits with a dose series show IC50 in µM; Genome polyprotein (Dengue virus type 2 (strain 16681-PDK53)); in the data active means a potency from the dose series; inconclusive means inhibition above about 29% without an active follow-up result
NS5 inhibitors pilot replicate: also measured in NS5 inhibitors; calls as there; inhibition, %; measured here: pilot screen replicate inhibition
* hit, by the source's call; ? = inconclusive; / = no result given.

The first 3 entries (preview)
SMILES	Siah-1 displacement	Rac1 GTP hydrolysis	XIAP displacement	AID2073	SV40 large T antigen	RSV antiviral HEp-2	LYP inhibition	HIV fusion peptide	NS5 inhibitors	others
CCC(C)(C)NC(=O)CN(Cc1cccs1)C(=O)CNS(=O)(=O)c1ccc(C)cc1	-0.3%	2.6%	-2.8%	4.2%	14.8%	-1.5%	-6.2%	15.2%	?
O=S(=O)(NC12CC3CC(CC(C3)C1)C2)c1ccc(F)cc1	11.4%	5.8%	-21.6%	-1.4%	9.0%	0.3%	-3.9%	-0.3%	-2.5%
Cc1sc(-c2ccccn2)nc1OC(=O)c1cccc(Cl)c1Cl	-0.4%	7.4%	-0.5%	-8.6%	2.1%	1.0%	0.2%	1.3%	-9.1%

Main list (from the top)
SMILES	Siah-1 displacement	Rac1 GTP hydrolysis	XIAP displacement	AID2073	SV40 large T antigen	RSV antiviral HEp-2	LYP inhibition	HIV fusion peptide	NS5 inhibitors	others
CCC(C)(C)NC(=O)CN(Cc1cccs1)C(=O)CNS(=O)(=O)c1ccc(C)cc1	-0.3%	2.6%	-2.8%	4.2%	14.8%	-1.5%	-6.2%	15.2%	?
O=S(=O)(NC12CC3CC(CC(C3)C1)C2)c1ccc(F)cc1	11.4%	5.8%	-21.6%	-1.4%	9.0%	0.3%	-3.9%	-0.3%	-2.5%
Cc1sc(-c2ccccn2)nc1OC(=O)c1cccc(Cl)c1Cl	-0.4%	7.4%	-0.5%	-8.6%	2.1%	1.0%	0.2%	1.3%	-9.1%
Cc1cc(C#Cc2c(-c3ccccc3)n(C)c3ccccc23)ccc1F	-2.2%	6.5%	/	40.7%	10.3%	3.7%	-3.7%	12.7%	6.3%
O=C(NNC(=S)Nc1cccc(C(F)(F)F)c1)c1cccc(Cl)c1	-8.8%	-2.3%	0.8%	-3.2%	-50.0%	15.2%	0.0%	18.4%	9.6%
CN(Cc1nccs1)C(=O)c1ccc2nc(Cc3ccccc3F)oc2c1	9.7%	6.0%	/	3.8%	22.7%	1.8%	-5.7%	1.8%	2.6%
OC(COc1ccc(CNCCc2ccc(C(F)(F)F)cc2)cc1)CN1CCCCC1 (stereo not drawn)	-5.7%	-3.9%	-22.7%	-16.4%	1.3%	-1.4%	-7.4%	-0.2%	1.6%
CCCC(c1nnnn1Cc1ccc(OC)cc1)N1CCN(c2ccccc2OC)CC1 (stereo not drawn)	3.4%	8.4%	-0.9%	-2.5%	7.1%	2.6%	7.1%	0.7%	-9.6%
O=[N+]([O-])C(/C=C(/Cl)[N+](=O)[O-])=C(N1CCCCC1)N1CCCCC1	1.3%	16.1%	/	9.0%	12.1%	1.6%	3.6%	15.1%	-15.7%
CCOc1ccc(S(=O)(=O)N(C)c2ccc(OCC(=O)N3c4ccc(C)cc4C4CN(C)CCC43)cc2)cc1 (stereo not drawn)	-2.0%	-0.8%	-4.0%	-4.6%	15.2%	-0.1%	-3.0%	-1.7%	-7.1%
COc1ncccc1C(=O)N1CCCC(N2CCN(c3ccc(F)cc3)CC2)C1 (stereo not drawn)	-0.7%	-1.2%	/	3.9%	9.2%	0.9%	-6.0%	0.1%	-6.5%
Cc1onc(-c2c(F)cccc2Cl)c1C(=O)N=C(N)N1CC(C)OC(C)C1 (stereo not drawn)	2.9%	6.7%	/	19.7%	2.1%	2.4%	-4.1%	0.7%	-3.1%
CC(CN1CCN(C)CC1)OC(=O)c1ccccc1Cl (stereo not drawn)	0.4%	2.2%	-3.2%	11.7%	8.3%	0.8%	-4.5%	2.7%	6.6%
O=C(CSCc1cccc(Br)c1)N1CCOCC1	8.0%	13.9%	-6.4%	7.9%	6.0%	5.2%	-6.2%	3.7%	-3.4%
COc1ccc(C(=O)Nc2c3c(nn2C(C)(C)C)CS(=O)(=O)C3)cc1OC	-3.5%	6.9%	/	8.9%	7.7%	1.4%	-2.0%	0.5%	0.0%
CCOc1cc(C)c(Cl)cc1S(=O)(=O)NCc1ccco1	-2.3%	13.8%	-6.4%	4.7%	9.2%	1.7%	-6.2%	1.4%	-6.2%
CCN(CC)S(=O)(=O)c1ccc(C(=O)NNC2=NS(=O)(=O)c3ccccc32)cc1	-0.2%	/	/	18.0%	9.2%	0.2%	-0.5%	2.0%	-8.5%
COc1cccc(CCc2nnc(CCC(=O)NC(C)c3c(C)nn(C)c3C)o2)c1 (stereo not drawn)	2.7%	-7.0%	-7.2%	6.8%	1.9%	0.7%	-3.8%	0.6%	0.7%
O=C(NC(N1CCOCC1)C(Cl)(Cl)Cl)c1ccc(F)cc1 (stereo not drawn)	11.5%	5.0%	1.6%	1.2%	2.8%	1.5%	-4.2%	1.7%	-9.9%
CC(=O)N(/N=C/c1ccc([N+](=O)[O-])o1)c1nc2ccccc2c(=O)n1-c1ccccc1	8.6%	-2.9%	/	-18.3%	7.9%	-0.1%	-1.7%	0.0%	0.0%
COc1ccc(N2CCN(C(=O)c3cc(-c4ccc(F)cc4)[nH]c3C)CC2)cc1	-7.1%	10.0%	/	0.6%	5.3%	4.8%	-5.1%	-1.3%	-4.6%
COC(=O)Cc1ccc2c3ccccc3n(C)c2c1	0.7%	0.7%	-7.1%	-1.4%	3.6%	9.3%	-5.3%	0.8%	-3.4%
CC(C)(C)NC(=O)CSc1nncn1NCc1c(Cl)cccc1Cl	-2.2%	11.3%	-4.6%	-1.5%	15.9%	0.7%	-5.5%	0.4%	-1.6%
CC(C)(C)NC(=O)CN(Cc1ccc2c(c1)OCO2)C(=O)CCC(=O)Nc1nccs1	10.8%	9.4%	-5.4%	3.9%	6.3%	-0.8%	-8.1%	0.0%	-2.2%
Cc1ccc(-n2nnnc2SCC(=O)NC(=O)Nc2ccc3c(c2)OCCO3)cc1	1.9%	7.0%	-16.5%	3.0%	-2.5%	1.9%	-1.9%	2.3%	-2.0%
CSCCC(NC(=O)C1CCC(C)CC1)C(=O)NCCN1CCOCC1 (stereo not drawn)	1.8%	-3.3%	-5.0%	-3.2%	2.6%	-1.3%	-4.5%	-3.3%	0.0%	NS5 inhibitors pilot replicate=0.9
COc1ccc(/C=C2\N=C(c3ccccc3)NNC2=O)cc1	1.1%	5.7%	/	5.9%	13.3%	6.0%	4.3%	-0.5%	3.8%
O=C(Nc1ccc(N2CCOCC2)cc1)C1CC1	0.7%	11.1%	-1.3%	9.0%	11.1%	0.7%	-4.4%	-0.5%	-4.0%
COCCC(=O)N1CCC(Oc2ccc(C(=O)NC(C)CCn3cccn3)cc2)CC1 (stereo not drawn)	0.1%	5.5%	/	-1.8%	4.8%	0.9%	-12.9%	-1.4%	-1.0%
Cc1nc(N2CCOCC2)c(C#N)c2c1COC(C)(C)C2	4.2%	12.1%	-4.0%	4.1%	-0.3%	2.6%	-10.6%	-1.4%	-4.9%
Cc1ccc(NC(=O)CSc2nnc(-c3ccc(S(=O)(=O)N4CCOCC4)cc3)n2C)cc1	-5.1%	3.7%	-7.3%	3.1%	-0.3%	3.3%	-3.9%	-2.8%	-8.9%
Cn1c(=O)cc(C(=O)N/N=C/c2ccc(Cl)cc2)[nH]c1=O	10.7%	/	/	15.9%	20.1%	1.2%	-5.9%	1.3%	/
CCn1c(=O)c2sccc2n(CC(=O)NCCC2=CCCCC2)c1=O	7.7%	7.9%	/	8.9%	0.2%	-0.1%	-10.8%	-1.4%	-1.7%
COc1cnc(-c2cccc(C(F)(F)F)c2)[nH]c1=O	-0.7%	1.6%	-10.6%	12.1%	6.7%	-1.3%	5.2%	-0.3%	2.2%
Clc1ccc(OCc2nn3c(-c4ccco4)nnc3s2)cc1	-5.1%	0.5%	5.2%	5.8%	4.0%	1.2%	3.6%	-1.7%	-7.6%
Cc1nc2ccc(C(=O)NCc3ccc4c(c3)OCO4)cc2s1	-3.5%	2.1%	-7.9%	29.5%	1.0%	0.3%	4.9%	-2.0%	1.5%
COc1ccc(CC(=O)Nc2c3c(nn2-c2cccc(Cl)c2)CS(=O)(=O)C3)cc1	-1.3%	9.1%	-3.5%	9.4%	8.2%	1.2%	1.0%	-2.0%	-4.0%
COC(=O)CN1C(=O)C(C)=C(c2ccc(C)cc2)S1(=O)=O	8.0%	3.7%	-9.3%	-1.8%	2.2%	1.3%	-3.2%	-3.5%	-6.5%
CCn1c(SCC(=O)Nc2ccc(NC(=O)c3ccco3)c(OC)c2)nc2ccccc2c1=O	-0.3%	-0.8%	-9.9%	20.6%	1.2%	0.9%	-7.0%	-1.4%	-5.5%
COc1cc(C(=O)N(Cc2cccc(Cl)c2)C2CCS(=O)(=O)C2)cc(OC)c1OC (stereo not drawn)	-4.4%	4.4%	-1.8%	5.8%	2.2%	0.5%	-8.1%	-0.4%	-6.9%	NS5 inhibitors pilot replicate=-0.3

Filtered by structure, the compounds so far containing a nitro group on carbon (two)
SMILES	Siah-1 displacement	Rac1 GTP hydrolysis	XIAP displacement	AID2073	SV40 large T antigen	RSV antiviral HEp-2	LYP inhibition	HIV fusion peptide	NS5 inhibitors	others
O=[N+]([O-])C(/C=C(/Cl)[N+](=O)[O-])=C(N1CCCCC1)N1CCCCC1	1.3%	16.1%	/	9.0%	12.1%	1.6%	3.6%	15.1%	-15.7%
CC(=O)N(/N=C/c1ccc([N+](=O)[O-])o1)c1nc2ccccc2c(=O)n1-c1ccccc1	8.6%	-2.9%	/	-18.3%	7.9%	-0.1%	-1.7%	0.0%	0.0%

(next part)
SMILES	Siah-1 displacement	Rac1 GTP hydrolysis	XIAP displacement	AID2073	SV40 large T antigen	RSV antiviral HEp-2	LYP inhibition	HIV fusion peptide	NS5 inhibitors	others
Cc1ccccc1/[N+]([O-])=C/c1cccs1	-0.9%	5.6%	-2.5%	3.4%	-1.3%	1.4%	-3.3%	0.1%	-1.8%
CC(=O)NC1=NC(=O)/C(=C/N2CCCCC2)S1	-0.9%	6.8%	-0.7%	?	9.3%	0.6%	-1.6%	-0.2%	-4.0%
CCc1nnc(NC(=O)CC23CC4CC(CC(C4)C2)C3)s1	0.5%	14.2%	/	3.1%	6.7%	1.9%	-4.4%	0.2%	2.8%
CCC1(C)Cc2nc3[nH]c(=S)n(-c4ccccc4C)c(=O)c3cc2CO1 (stereo not drawn)	-0.2%	6.4%	/	14.1%	29.5%	2.1%	-2.7%	-0.8%	1.6%
COc1ccc(NC(=O)c2cc(C)on2)cc1	-2.9%	3.9%	-9.3%	4.3%	7.6%	0.8%	-6.8%	2.2%	-8.8%
COc1cc(C(=O)NCc2cc(C)nc3ccccc23)cc(OC)c1OC	-4.8%	1.5%	-11.2%	13.6%	5.8%	2.6%	-4.5%	2.9%	-3.6%
COc1ccc(C(=O)N/N=C\c2coc3ccc(Cl)cc3c2=O)cc1	-1.8%	8.0%	/	13.1%	7.3%	8.2%	-7.2%	-3.1%	0.0%
CC1CCCC(C)N1C(=O)CSc1nnc(NC(=O)Cc2cccs2)s1 (stereo not drawn)	-6.4%	9.8%	-0.7%	3.5%	-5.0%	2.1%	-7.1%	37.0%	6.5%
